GLP-1R inv ag: qHTS of GLP-1 Receptor Inverse Agonists (Inhibition Mode); HEK293 GLP-1R CRE-luciferase, luminescence, 24 h; GLP-1R form is constitutively active; Potency, µM (highest dose often 38.3 µM), for the others: at the top dose activity change, negative = inhibition, usual class: inhibitors; hit rate 1.6% among 410,000; AID 624417, 2012; further: potency means the concentration at half of the fitted maximal effect; on the % scale 0 is the no-effect control and ±100 the full control effect; nearly all actives have a fitted effect of over 55% in size
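Inverse agonists were sought by their lowering of basal cAMP reporter luciferase output in HEK293 cells stably carrying constitutively active human GLP-1R, after 24 h compound treatment.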
FUS suppressor: qHTS for Suppressors of FUS Proteinopathy: Primary screen using FUS-linked yeast assay. Potency, µM (doses to about 76.6 µM), for the others: at the highest dose growth rescue (activation), most hits filed as activators. hit rate 0.24% among 390,000. AID 1347120, 2019. S. cerevisiae FUS-expressing, growth rescue, OD600, 24 h;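 further: potency means the concentration at half of the fitted maximal effect; plate controls were DMSO vehicle for no effect and reference control for full effect; nearly all actives have a fitted effect of over 55% in size; some results filed as inactive show a strong effect at the top dose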
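Toxicity suppression screen in FUS-yeast. Cells induced with 2% galactose, starting OD 0.005, treated 24hr at 30C with compounds at multiple final concentrations; growth by OD600.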
GLP1R ag: qHTS of GLP-1 Receptor Agonists; HEK293 GLP-1R CRE-luciferase, luminescence, 4-6 h; cells express a hypersensitive GLP-1R form; Potency, µM (series often up to 45.6 µM), for inactives: at the highest dose activation, actives largely listed as activators; Glucagon-like peptide 1 receptor (Homo sapiens), P43220; hit rate 0.007% among 380,000; further: potency means the concentration at half of the fitted maximal effect; % of control where 0% means no effect
pAkt inh: HTS Assay for Inhibitors of Akt Phophorylation: Primary Screen | Neuro2A IGF-stimulated pAkt S473 HTRF, 20 min; hits give low values | activity change, % for hits at 50 µM | hit rate 0.32% among 360,000 | AID 651550, 2012; in the data active means activity change below about -80%; inconclusive means mostly about -51% to -80%; further: on the % scale 0 is the no-effect control and ±100 the full control effect
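Single-point screen (50 µM final compound) in Neuro2A cells stimulated 20 min with 6 nM IGF at 37 deg C. After lysis, Ser473-phosphorylated Akt read by HTRF (ex 330 nm, em 615/665 nm) as the 665/615 ratio.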
TDP-43 yeast inh: qHTS of TDP-43 Inhibitors. TDP-43 expressing yeast growth rescue, BacTiter-Glo, 24 h. hit rate 1.8% among 410,000. Potency, µM (highest dose often 46.1 µM), without a hit: top-dose growth rescue (activation), most hits filed as activators. AID 652104, 2013; further: potency means the concentration at half of the fitted maximal effect; % of control where 0% means no effect; nearly all actives have a fitted effect of over 50% in size
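Yeast cells expressing TDP-43 under galactose induction are exposed to compounds for 24 hr at 30 deg C. BacTiter-Glo luminescence measures growth, so protective compounds score as activators.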
D3 antag: qHTS of D3 Dopamine Receptor Antagonist: qHTS; AID 652054, 2013; D3R cells, DiscoveRx beta-arrestin luminescence, antagonist mode; hits give low values; D(3) dopamine receptor (Homo sapiens), P35462; hit rate 2.5% among 360,000; max response, negative = inhibition, %; in the data active means max response below about -50%; inconclusive means no clear call, values can overlap the other calls; further: on the % scale 0 is the no-effect control and ±100 the full control effect; mostly tested at two doses, the higher about 12 µM
Target sequence (P35462 whole entry, looked up): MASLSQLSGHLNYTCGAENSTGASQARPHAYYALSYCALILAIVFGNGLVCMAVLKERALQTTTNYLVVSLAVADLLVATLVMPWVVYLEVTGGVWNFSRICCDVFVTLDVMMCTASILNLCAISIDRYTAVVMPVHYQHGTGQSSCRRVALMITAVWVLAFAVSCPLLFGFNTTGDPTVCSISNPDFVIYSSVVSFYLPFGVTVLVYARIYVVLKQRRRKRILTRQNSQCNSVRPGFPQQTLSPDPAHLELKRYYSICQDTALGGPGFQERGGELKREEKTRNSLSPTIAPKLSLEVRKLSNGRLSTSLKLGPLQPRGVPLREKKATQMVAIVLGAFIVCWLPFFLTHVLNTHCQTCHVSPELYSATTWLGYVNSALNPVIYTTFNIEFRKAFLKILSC
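Cells plated overnight at 1500 cells/well, then exposed to library compounds with dopamine controls for 90 minutes at 37 degrees C. DiscoveRx reagent added for 30–60 minutes at room temperature; luminescence read, quantitative HTS format.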
aSyn rescue: qHTS of alpha-syn Inhibitors | hit rate 0.14% among 370,000 | Yeast expressing alpha-synuclein, growth rescue, BacTiter-Glo, 24 h | Potency, µM (series often up to 46.1 µM), inactives show at the top dose growth rescue (activation), usual class: activators; further: potency means the concentration at half of the fitted maximal effect; % of control where 0% means no effect; nearly all actives have a fitted effect of over 65% in size
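Readout is rescue of growth in alpha-synuclein-expressing yeast, so inhibitors of toxicity appear as activators. Growth after 24 hr at 30 deg C in galactose medium is quantified by luminescence.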
Abeta rescue: qHTS for compounds that reverse cellular toxicity of Amyloid beta (A-beta) peptide in yeast: Primary Screen; yeast expressing A-beta42, growth rescue, OD600, 48 h; response scale: 0% DMSO, 100% iron-clioquinol control; Potency, µM (highest dose often 46.1 µM), for the others: top-dose growth rescue, actives largely listed as activators; hit rate 0.063% among 410,000; AID 1347071, 2019; further: potency means the concentration at half of the fitted maximal effect; nearly all actives have a fitted effect of over 55% in size
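Growth rescue measured by 600 nm absorbance after 48 h yeast culture at 30 C with compound. Values normalized between DMSO and an equimolar ferric chloride plus clioquinol control.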
PTHR1 agonist: qHTS for PTHR1 Agonists: Primary Screen | Parathyroid hormone/parathyroid hormone-related peptide receptor (Homo sapiens), Q03431 | HEK293 GP2 PTHR1 cells, GloSensor cAMP luminescence, 1 h | Potency, µM (doses to about 115 µM), inactives show top-dose activation, usual class: activators | hit rate 0.075% among 410,000 | AID 743266, 2014; further: potency means the concentration at half of the fitted maximal effect; nearly all actives have a fitted effect of over 55% in size; some results filed as inactive show a strong effect at the top dose; inactives centre near -15; many of its hits are not listed in these tables
Target sequence (Q03431 whole entry, looked up): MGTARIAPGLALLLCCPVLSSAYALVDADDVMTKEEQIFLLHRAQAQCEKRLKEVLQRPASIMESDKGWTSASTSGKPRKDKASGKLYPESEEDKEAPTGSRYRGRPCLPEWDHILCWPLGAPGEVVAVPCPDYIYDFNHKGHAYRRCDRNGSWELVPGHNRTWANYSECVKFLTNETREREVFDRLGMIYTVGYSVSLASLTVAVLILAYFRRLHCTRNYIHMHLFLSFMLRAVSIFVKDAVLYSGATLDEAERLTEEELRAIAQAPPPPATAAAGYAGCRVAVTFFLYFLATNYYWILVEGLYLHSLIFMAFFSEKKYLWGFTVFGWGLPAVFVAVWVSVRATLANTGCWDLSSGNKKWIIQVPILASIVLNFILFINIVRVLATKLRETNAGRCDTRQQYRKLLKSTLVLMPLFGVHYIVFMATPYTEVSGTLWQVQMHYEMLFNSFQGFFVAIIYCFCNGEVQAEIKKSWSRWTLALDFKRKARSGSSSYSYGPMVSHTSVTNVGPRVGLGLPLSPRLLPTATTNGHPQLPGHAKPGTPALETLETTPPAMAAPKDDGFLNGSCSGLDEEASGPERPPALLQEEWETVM
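HEK-293-derived GP2 cells expressing PTHR1 and a GloSensor cAMP reporter, 3,000/well, plated overnight, given luciferin plus IBMX (each 0.5 mM as added) for 1 h at 37 °C, then compound for 1 h at 37 °C. Luminescence was read after 15 min at room temperature.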
Numbers without * were called inactive; i = inactive; ? = inconclusive; / = no result given; [ ] = remark or other dose. Unless noted, the call rests on the fitted dose curve; in most records, active means well fitted curve in the direction sought with a large enough effect; inconclusive means small, poorly fitted or top-dose-only effect, or another doubt; inactive means no such curve, though single readings can be large; an effect the other way counts as inactive or inconclusive.

SMILES	GLP-1R inv ag	FUS suppressor	GLP1R ag	pAkt inh	TDP-43 yeast inh	D3 antag	aSyn rescue	Abeta rescue	PTHR1 agonist
O=C(C=C1CCN(c2ncc(C(F)(F)F)cc2Cl)CC1)NNC(=O)Nc1ccccc1	0%	4%	2%	i	?	-13	13%	0%	-14%
Cc1cccc(Nc2nnc(SC3CCOC3=O)s2)c1C (configuration not stated)	-6%	2%	4%	i	-5%	-8	13%	0%	-47%[inhibitor]
Cc1ccccc1S(=O)(=O)NC(=O)C1(C)CCN1C(=O)c1cccc(F)c1 (configuration not stated)	17%	-13%	-5%	i	24%	14	-1%	3%	i
CN(C)C(=O)N1CCC(C(=O)NCc2ccc(F)cc2Cl)CC1	-24%	-15%	-1%	i	-5%	15	-2%	-3%	-15%[57.5 µM]
O=C(NCC1CCCO1)c1cccc(Oc2ccc([N+](=O)[O-])cc2Cl)c1 (configuration not stated)	?	18%	20%	i	?	-8	7%	4%	-35%[inhibitor]
Cc1nn(-c2ccccc2)c2c1c(C)c(CCC(=O)NCC1CCCO1)c(=O)n2C (configuration not stated)	-3%	-4%	-2%	i	28%	17	6%	-10%	i
COc1ccc2[nH]c3c(=O)n(Cc4ccc(C(=O)N5CCC(C(N)=O)CC5)cc4)c(=S)[nH]c3c2c1	2%	?	10%	i	8%	-24	2%	-7%	i
CCOC(=O)[C@]12CCC=C1N(CCC1=CCCCC1)C(=O)[C@H](CC(=O)NCc1ccc(C)o1)C2	14%	25%	1%	i	17%	16	-4%	-10%	i
CCN(CC)S(=O)(=O)c1ccc(NC(=O)CN(c2cccc(C)c2)S(C)(=O)=O)cc1	?	?	5%	i	10%	4	-1%	16%	i
CCS(=O)(=O)c1ccc(-c2csc(-c3ccc(Cl)cc3)n2)c(Cl)c1Cl	5%	-21%	1%	i	29%	-20	-3%	10%	-15%
COC(=O)c1c(NC(=O)c2ccccc2OC)sc(C(=O)N2CCOCC2)c1C	2%	2%	13%	i	-9%	1	8%	11%	-18%
Cc1ccc(S(=O)(=O)Nc2cc(C(=O)NCCN(C)C)ccc2N2CCCCC2)cc1	?	2%	6%	i	-1%	-64*	6%	10%	-44%[inhibitor][57.5 µM]

Arranged by length of the SMILES (lowest first): part of the list above.
SMILES	GLP-1R inv ag	FUS suppressor	GLP1R ag	pAkt inh	TDP-43 yeast inh	D3 antag	aSyn rescue	Abeta rescue	PTHR1 agonist
Cc1cccc(Nc2nnc(SC3CCOC3=O)s2)c1C (configuration not stated)	-6%	2%	4%	i	-5%	-8	13%	0%	-47%[inhibitor]
CN(C)C(=O)N1CCC(C(=O)NCc2ccc(F)cc2Cl)CC1	-24%	-15%	-1%	i	-5%	15	-2%	-3%	-15%[57.5 µM]
O=C(NCC1CCCO1)c1cccc(Oc2ccc([N+](=O)[O-])cc2Cl)c1 (configuration not stated)	?	18%	20%	i	?	-8	7%	4%	-35%[inhibitor]
Cc1nn(-c2ccccc2)c2c1c(C)c(CCC(=O)NCC1CCCO1)c(=O)n2C (configuration not stated)	-3%	-4%	-2%	i	28%	17	6%	-10%	i
COc1ccc2[nH]c3c(=O)n(Cc4ccc(C(=O)N5CCC(C(N)=O)CC5)cc4)c(=S)[nH]c3c2c1	2%	?	10%	i	8%	-24	2%	-7%	i

(more compounds)
SMILES	GLP-1R inv ag	FUS suppressor	GLP1R ag	pAkt inh	TDP-43 yeast inh	D3 antag	aSyn rescue	Abeta rescue	PTHR1 agonist
O=C(Cn1cc(C(=O)C2CC2)c2ccccc21)Nc1ccc(F)cc1	12%	1%	1%	i	-13%	-4	-1%	-8%	-12%
COc1ccccc1NC(=O)N1CC=C(c2c[nH]c3ccccc23)CC1	-8%	17%	/	/	?	/	/	-15%	i
O=C(Cc1ccccc1)NCCc1cccc(Cl)c1	0%	-2%	-2%	i	16%	?	1%	0%	-5%[57.5 µM]
CCOc1ccc(C(CCc2ccccc2)NC(=O)c2ccc(OC)c(OC)c2)cc1OCC (configuration not stated)	-22%	43%	2%	i	-19%	7	10%	-6%	i
COc1ccc(OC)c(NC(=O)c2cccc(N3C(=O)C4C5CCC(C5)C4C3=O)c2)c1 (configuration not stated)	-34%	/	-1%	i	7%	-1	0%	-11%	-81%[inhibitor]
Nc1cc(=O)[nH]c(SCC(=O)Nc2ccccc2Sc2ccccc2)n1	-2%	-26%	6%	i	-3%	5	4%	-1%	i
COc1ccc2c(c1)c1c(c(=O)n(-c3ccc(C)cc3)c(=O)n1CC(=O)NCC1CCCO1)n2C (configuration not stated)	4%	-43%	0%	i	10%	8	-3%	8%	-17%
CCc1ccc2c(COC(=O)CNS(=O)(=O)c3ccc(NC(C)=O)cc3)cc(=O)oc2c1	14%	/	-1%	i	-10%	43	-1%	-4%	i
CC(C)c1nc(SCC(=O)Nc2ccc3c(c2)OCO3)n[nH]1	5%	-17%	-7%	i	-2%	0	3%	3%	-6%[57.5 µM]
COc1ccc(-c2nc3n(n2)C(c2ccccc2)C(C(=O)Nc2cccnc2)=C(C)N3)cc1 (configuration not stated)	16%	5%	/	/	19%[9.22 µM]	/	/	-14%	-37%
CCOC(=O)CN1C(=O)/C(=C2\SC(=S)N(NC(=O)c3cccnc3)C2=O)c2ccccc21	11%	-7%	8%	i	-1%	-7	-1%	-16%	-48%[inhibitor]
O=C1CCN(Cc2ccccc2)C=C1c1ccc(Br)cc1	?	29%	12%	i	-12%	-20	9%	5%	-37%[inhibitor]
COc1ccc(OCCCn2ccnc2)cc1	6%	6%	9%	i	-16%	-16	-7%	-9%	i
COc1ccc(CCNC2CC(C)N(C)CC2C)cc1OC (configuration not stated)	?	10%	-5%	/	-21%	-5	-8%	-3%	i
Cc1cccc(Cn2c(=O)c3c(nc4n3CCN4Cc3ccco3)n(C)c2=O)c1	?	18%	0%	i	9%	-21	-2%	19%	-15%
O=S(=O)(c1c(F)cccc1F)N1CCCC2CCCCC21 (configuration not stated)	?	/	-4%	i	?	12	1%	-5%	-19%
CC(C)(C)C(=O)N1CCN(c2ccc([N+](=O)[O-])c(-n3nc(-c4ccccc4)c4ccccc4c3=O)c2)CC1	8%	20%	2%	i	6%	7	15%	4%	i
C=C(C)c1cccc(C(C)(C)NC(=O)Nc2cc(C)ccc2OC)c1	?	-18%	-11%	i	10%	-23	-6%	-5%	-28%[57.5 µM]
CC(O)CNc1nc2c(c(=O)n(C)c(=O)n2C)n1C/C=C/c1ccccc1 (configuration not stated)	-7%	3%	-3%	i	-10%	7	0%	21%	-10%[57.5 µM]
Cc1ccc(S(=O)(=O)C2(C(=O)Nc3cccc(F)c3)CC2)cc1	-29%	-19%	-6%	i	?	-17	11%	10%	i
CCOc1ccc(-c2nnc3sc(COc4ccc(Cl)cc4)nn23)cc1	11%	3%	-5%	i	1%	23	-4%	-9%	i
Cc1c(-c2ccccc2)oc2c(C(=O)N3CCN(c4ccc([N+](=O)[O-])cc4)CC3)cccc2c1=O	13%	?	-9%	i	17%	15	-24%	-28%	-8%
C=CCc1c(C)nc(C)nc1N/N=C/c1ccccc1O	?	/	-4%	i	16%	-113*	4%	-15%	-15%
O=C(CNC(=O)c1ccc(Br)o1)Nc1ccncc1	12%	1%	12%	i	-27%	4	-1%	-8%	-2%
CCOC(=O)C1CCN(C(c2cccc(F)c2)c2c(O)cc(C)n(Cc3ccco3)c2=O)CC1 (configuration not stated)	-12%	32%	/	/	-4%	/	/	2%	22%
CCN(CC)S(=O)(=O)c1ccc2c(c1)c(=O)c(C(=O)N1CCN(c3ccccc3OC)CC1)cn2C	-17%	?	1%	/	2%	/	/	4%	i
C=C(C)C(=O)Nc1cccnc1Oc1ccc(F)cc1F	-13%	-6%	8%	i	0%	6	0%	-8%	i
CCC(C)(C)C(=O)Nc1nnc(CCc2ccccc2)s1	?	-6%	13%	i	7%	-10	-5%	6%	-22%
COc1ccc(NC(=O)CN(C)Cc2cccs2)cc1Cl	-45%	9%	?	i	0%	-16	0%	1%	-34%[inhibitor]
Cc1ccc(-c2nc(CS(=O)CC(=O)NCCC(C)C)c(C)o2)cc1 (configuration not stated)	-24%	6%	-4%	i	12%	-1	7%	-1%	-6%
CC1CCCC(NC(=O)CSc2n[nH]c(=O)n2Cc2ccccc2)C1C (configuration not stated)	-22%	12%	5%	i	-40%[inhibitor]	-4	-8%	-2%	-23%
Cc1ccc(Cl)cc1NC(=O)CN1C(=O)COc2ccc(S(=O)(=O)N3CCCCCC3)cc21	15%	-9%	/	/	?	/	/	-1%	-22%
O=C(CN1CCN(Cc2ccccc2)CC1)Nc1nnc(C(F)(F)F)s1	1%	-28%	-4%	i	-7%	-18	2%	8%	-93%[inhibitor]
c1cn(-c2ccc(-c3ccnc4ncnn34)cc2)cn1	20%	-3%	11%	i	-7%[9.22 µM]	22	0%	2%	i
CC(C)c1c(C(=O)N/N=C/c2ccccc2C(=O)O)nnn1-c1nonc1N	-10%	24%	-3%	i	-11%	-10	-1%	0%	-75%[inhibitor]
Cc1ccc(SCCNC(=S)Nc2ccc(C)c(C)c2)cc1	0%	26%	-1%	i	5%	?	-1%	8%	-12%[57.5 µM]
CCOc1ccc(C(=O)NCC(c2ccc3c(c2)OCO3)N2CCN(c3ccc(F)cc3)CC2)cc1 (configuration not stated)	4%	11%	/	/	17%	/	/	13%	i
CCN(CC(=O)Nc1cc(Cl)ccc1C)C(=O)C1CC(=O)N(Cc2ccccc2)C1 (configuration not stated)	?	?	8%	i	0%	-13	2%	-8%	6%
CCOc1ccc(OCCSc2nc3ccccc3c(=O)[nH]2)cc1	30%[activator]	3%	4%	i	-7%	15	-3%	-1%	i

A portion of the library (hit frequency here may not be typical).
